Ins promoter up: MIN6 insulin promoter up-regulation. MIN6 insulin promoter-GFP reporter, high-content imaging; stronger effect = higher value. z-score at 5 µM. hit rate 0.3% among 190,000. AID 1625;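 active means z-score above 3 at 5 µM with at least 500 cells counted in the well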
ER stress rescue: rescue of cells from ER stress-induced death, primary screen, 384-well, CSM14.1, thapsigargin, ATP luminescence (AID 1222); 190,000 tested, under 10 active; one-dose cellular ATP content (survival), % at 20 µM; EC50 in µM for titrated hits; CSM14.1 thapsigargin-induced death rescue, ATP luminescence; higher % means a stronger effect;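 active means EC50 below 50 µM in the dose-response confirmation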;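 further: death triggered by thapsigargin at about 15 µM added after 2 h compound pretreatment; cell ATP read after overnight thapsigargin exposure of roughly 18 to 22 hours; normalized against plate controls of thapsigargin alone and 5% DMSO vehicle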
XIAP displacement: small molecules displacing peptide from XIAP – biochemical, IAP family, fluorescence polarization (AID 1018); displacement, % at 20 µM, or IC50 in µM where a hit was titrated; hit rate 0.007% among 200,000; XIAP BIR domain, fluorescence polarization peptide displacement; higher % means a stronger effect; in the data active means displacement above about 50%; further: a part of the inactive calls stands beside numbers as strong as those of hits
Lipid droplet: hepatic lipid droplet formation modulation. hit rate 0.4% among 240,000. AML12 mouse hepatocytes, oleate lipid droplets, BODIPY imaging. inhibition, % at 6.5 µM;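 active means lipid droplet intensity inhibited by at least 50%, with more than 500 cells counted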
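Material – AML12 mouse liver cells · Also added – oleate loading, 100 µM · Compound dosing – 6.5 µM single-point dosing · Times – overnight treatment with compound plus oleate · Measured by – fluorescence imaging, 20x objective, two fields per well · Read-out – percent inhibition of filter-corrected integrated lipid droplet intensity per well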
Autophagy mod: alters autophagy in cells; calls only at 10 µM (by protocol); hit rate 0.98% among 190,000; MEF GFP-LC3 puncta imaging; test concentration mostly 10 µM;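 active means percentage of spot-positive cells more than 3 SD above its plate mean, without a fluorescence outlier flag or 80% toxicity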;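 further: spot-positive cell cutoff set from DMSO-treated cells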
WT yeast gro inh: growth inhibition of WT yeast, mitochondrial fusion screen. hit rate 2.1% among 190,000. mitochondrial fusion phenotypic screen, WT strain. AID 1362. inhibition, % at 10 µM; in the data active means inhibition above about 58%; tested in S. cerevisiae
MT stabilizer: stabilizes microtubules in HeLa cells | HeLa tubulin immunostaining HCS, 24 h; share of cells brighter than vehicle mean+2SD | % tubulin-high responders, % at 10 µM | hit rate 0.83% among 200,000;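 active means plate Z-score above 3 for both tubulin-high and condensed-nucleus cell shares, with cell loss under 80%, at 10 µM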;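 further: anti alpha tubulin signal scored within the nucleus-defined area of each cell; some results filed as inactive read as strong as hits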
Dynein transport: dynein cargo transport inhibition; 3617.4 mouse cells, GR-EGFP nuclear translocation imaging; test concentration mostly 20 µM; stimulated with dexamethasone, 1 µM; stronger effect = lower value; z-score, hits read low; hit rate 0.47% among 220,000; AID 1381;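 active means plate z-score of nuclear minus cytoplasmic receptor signal below a set negative limit, without overly bright fluorescence or cell loss, cut at about -3.5 in these data, passing the limit was not always enough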;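 further: z-score of nuclear minus cytoplasmic ring GR-EGFP intensity difference per well; some compounds called inactive have numbers as strong as hits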
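Buffer or medium: tetracycline-free induction medium containing charcoal-stripped FBS / Reagent: dexamethasone agonist, 1.0 µM final, for 30 min / Technique: automated 10x imaging of fixed Hoechst-stained cells / Times: induction 48 h, compound 1 h, agonist 30 min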
bCat nuc transl: alters nuclear translocation of beta-catenin in HeLa cells; immunofluorescence imaging; nuclear translocation activity, % at 5 µM; hit rate 0.3% among 190,000; AID 1665;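 active means nuclear translocation activity above 50% at 5 µM, with a well cell count of 50 or more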;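 further: per-cell ratio of nuclear to cytoplasmic median beta-catenin stain intensity; plate controls were DMSO negative control for no effect and GSK-3 inhibitor IX positive control for full effect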
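assay system = human HeLa cells, endogenous beta-catenin | times = compound treatment 24 h, 37°C, 5% CO2 | detection = Anti-beta-catenin immunofluorescence on PFA-fixed, Triton-permeabilized cells, DAPI nuclei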
WT yeast gro inh mutant strain: second read-out of WT yeast gro inh, no call of its own (marks repeat the call); inhibition, %; mitochondrial fusion phenotypic screen, mutant strain inhibition
Dynein transport cytoplasmic EGFP: also measured in Dynein transport; calls as there; z-score; measured here: cytoplasmic GR-EGFP intensity; stronger effect = higher value
Dynein transport nuclear GR-EGFP: also measured in Dynein transport; calls as there; z-score; measured here: nuclear GR-EGFP intensity;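 lower value marks the stronger effect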
Dynein transport cell count: further read-out of Dynein transport, marked with its call; z-score; measured here: cell count per field
Ins promoter up cell count: further read-out of Ins promoter up, marked with its call; cell count; measured here: cytotoxicity, nuclei count;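 total cells summed across four imaged fields per well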
Lipid droplet cells 6.5 µM: also measured in Lipid droplet; calls as there; cell count; measured here: cell count, cytotoxicity flag;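 cells counted across two imaged fields per well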
bCat nuc transl cell count 5 µM: further read-out of bCat nuc transl, marked with its call; cell count; measured here: cell count, cytotoxicity flag
MT stabilizer Hoechst-high %: second read-out of MT stabilizer, no call of its own (marks repeat the call); % Hoechst-high responders; measured here: nuclear condensation Hoechst responders;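 share of cells brighter than vehicle mean plus two SD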
MT stabilizer cytotoxicity %: recorded beside MT stabilizer, whose call it bears; toxicity, %; measured here: cytotoxicity by cell density;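 0% = mean cell density of plate MIN control wells and 100% = no cells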
Autophagy mod cell loss 18 h: recorded beside Autophagy mod, whose call it bears; toxicity, %; measured here: cell loss, nuclei count;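 cell loss after 18 h compound exposure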
* marks the source's active call; other numbers are inactive results; i = inactive; x = no result given; + = active, no number.

Molecule	Autophagy mod	Dynein transport cytoplasmic EGFP	WT yeast gro inh mutant strain	MT stabilizer Hoechst-high %	Autophagy mod cell loss 18 h	Ins promoter up cell count	Dynein transport nuclear GR-EGFP	bCat nuc transl	Dynein transport cell count	WT yeast gro inh	Ins promoter up	ER stress rescue	MT stabilizer	XIAP displacement	Dynein transport	bCat nuc transl cell count 5 µM	Lipid droplet cells 6.5 µM	Lipid droplet	MT stabilizer cytotoxicity %
O=C(Cn1c(NCCO)nc2ccccc21)N1CCN(Cc2ccccc2)CC1	i	-0.34	-11	1.9	-1	1253	0.041	-0.4	0.94	5	-0.01	-1.0%	4.7	-6.3%	-0.45	1146	663	4	21
COc1ccc(OCC(=O)N/N=C2\CCCCc3ccccc32)cc1	i	-0.17	15	1.7	21	1633	1.2	0.9	-1.1	14	-0.25	-1.3%	2.4	-2.9%	1.9	979	638	-38	11
COc1ccc(NC(=O)Nc2ccc(Cc3ccncc3)cc2)cc1OC	i	0.15	12	1.8	18	1330	0.42	2.2	0.58	-16	1.3	-1.0%	2.8	-6.9%	-0.63	1459	x	x	5.5
O=S(=O)(c1ccc2nc(COc3ccccc3)[nH]c2c1)N1CCOCC1	i	-0.23	4	3.3	0	1199	0.2	-6.8	0.57	-19	-0.38	0.2%	2.8	-0.1%	-0.18	996	x	x	12
COc1ccc(-c2csc(Nc3ccc(S(N)(=O)=O)cc3)n2)cc1OC	i	-0.023	-20	2.6	26	1145	1.9	-0.9	-2.2	-7	-0.78	-5.1%	1.2	-3.1%	2.4	1080	724	10	3.3
Cn1ccnc1SCCC#N	i	-0.18	-10	3.4	23	1490	0.4	1.4	-0.67	-11	1.1	0.6%	4.7	-3.7%	0.26	889	x	x	8.4
CCOC(=O)c1ccc(NC(=O)COc2cc(=O)n(CC)c3ccccc23)cc1	i	-0.12	10	4.0	-4	858	-0.59	x	1	4	0.65	-1.8%	1.8	-6.8%	-1.1	x	x	x	2.2
CCc1ccc(NC(=O)CSc2nnc(COc3ccc4c(c3)CCCC4)o2)cc1	i	-0.39	-13	1.3	37	901	0.24	x	0.5	-7	0.15	-0.8%	1.5	-5.8%	0.52	x	843	28	7.0
CNc1ccccc1-n1ccc(-c2ccccc2)n1	i	-0.19	-3	1.9	2	1140	1.1	-0.4	-1.4	1	0.19	x	2.9	-6.9%	1.6	1070	538	-15	4.0
CCC(C)NC(=O)CSc1ncnc2sccc12 (stereo not drawn)	i	-0.36	2	2.4	-10	1292	0.6	-1.5	-0.53	20	-0.17	0.7%	1.4	-6.3%	0.43	1115	657	-3	2.9
Cc1nc2cc(C(=O)OCC(=O)NC3CCS(=O)(=O)C3)ccc2n1-c1ccccc1 (stereo not drawn)	i	-0.26	2	1.8	-2	x	-0.46	x	0.28	-11	x	-0.1%	1.1	-2.6%	-0.92	x	811	20	4.1
Cc1cccc(C)c1NC(=O)CN(C)CC(=O)Nc1ccc(F)c(Cl)c1	i	-0.28	-4	2.8	1	x	-0.64	0.7	1.7	-11	x	-1.6%	3.7	-0.6%	-1.4	1078	711	-11	6.0
COc1ccc(/C(C)=N/OC/C(O)=C(\C#N)c2nc3ccccc3[nH]2)c(OC)c1	i	-0.31	-2	2.2	12	1538	-0.63	-3.2	0.62	-14	0.67	-0.3%	1.9	-3.6%	-0.74	1160	564	-8	6.0
Cc1ccc(CN(C)C(=O)c2cc(COc3ccc(F)cc3Cl)on2)o1	i	-0.23	-1	1.5	-1	1341	-0.75	-2.6	1	19	0.01	6.4%	2.0	-10%	-1.2	1114	601	-5	7.5
COc1ccc2cc(/C(C)=N/NC(=S)Nc3cc(S(=O)(=O)N4CCOCC4)ccc3N3CCOCC3)ccc2c1	+	-0.3	2	5.4	12*	1095	0.63	2.3	-0.4	-18	-3.2	2.2%	7.4	-20%	0.75	1357	645	26	1.0
O=P(c1ccccc1)(c1ccccc1)C(O)c1ccco1 (stereo not drawn)	i	-0.21	2	0.7	0	846	0.66	-0.1	-1.4	-6	0.01	-1.6%	1.4	-4.5%	0.41	1074	701	-22	5.9
Cc1ccc2nc(NCC(=O)O)nc(-c3ccccc3)c2c1	i	-0.21	12	2.0	-31	x	-0.31	x	-0.12	15	x	0.6%	2.9	-2.2%	-0.39	x	x	x	2.7
CCOP(=O)(OCC)C(Nc1ccc(F)cc1)c1ccccc1 (stereo not drawn)	x	-0.22	x	x	x	1086	0.51	0.2	-0.39	x	-0.18	x	x	x	0.38	1311	638	-9	x
N#Cc1cccn1-c1nccs1	i	-0.18	-7	2.5	1	1084	0.18	1.1	-0.28	-2	1.3	x	3.0	-10%	0.27	1098	696	-7	4.8
CC(C)NC(=O)CCCn1c(=S)[nH]c2cc3c(cc2c1=O)OCO3	i	-0.12	0	1.8	-35	1629	-0.38	-1.1	0.0089	-16	0.21	-1.0%	2.5	2.5%	-0.78	1368	x	x	10
O=C(CSc1nnc(Cn2c(=O)sc3ccccc32)n1-c1ccccc1)N1CCCC1	i	-0.2	5	0.9	-15	1332	0.52	-3.1	0.1	13	0.08	0.5%	4.5	-1.4%	0.35	1243	753	-33	0.8
CCCCc1ccc(S(=O)(=O)N2CCN(C(=O)c3ccco3)CC2)cc1	i	-0.32	-3	2.2	-7	1304	-0.45	0.4	0.26	16	0.37	-1.8%	5.4	-2.2%	-0.12	562	710	1	8.2
CCOc1ccccc1C(C(=O)NC1CCCC1)N(Cc1ccco1)C(=O)CNC(=O)c1ccco1 (stereo not drawn)	i	-0.18	-6	2.1	-1	x	-0.39	4.7	0.73	-13	x	3.5%	3.4	-6.4%	-0.5	433	751	-3	7.1
CCN1C(=O)CS/C1=N\S(=O)(=O)c1ccc(Cl)cc1	i	-0.35	-2	2.9	4	1595	-0.15	-2.2	-0.28	16	1.9	-0.3%	1.9	0.2%	0.39	992	684	-4	4.7
C=CCN(CC=C)CCOc1cc(C)ccc1[N+](=O)[O-]	i	-0.23	-6	2.1	21	x	0.0092	5.5	-0.13	-2	x	-0.7%	2.4	3.5%	-0.28	773	693	3	4.9
COc1cc2c3c(c1)/C(=C1/SC(=S)NC1=O)C(=O)N3C(C)(C)C=C2C	i	-0.27	-21	1.2	-18	1399	0.27	-1.5	-0.84	1	-0.53	-1.4%	1.4	-8.0%	0.84	1091	652	-1	3.2
CCOc1ncccc1C(=O)Nc1ccc2c(c1)OCO2	i	0.61	14	2.2	2	1248	0.038	-7.1	0.51	-8	0.54	1.7%	3.6	-2.1%	-1.1	1080	700	-12	3.2
Cc1cc(C)cc(Nc2ccc([N+](=O)[O-])nc2[N+](=O)[O-])c1	i	-0.2	33	1.2	-16	1524	1.4	2.4	-0.87	16	0.33	-1.7%	1.0	-1.0%	1.4	1309	x	x	8.2
CCOc1ccc(C(=O)NC(=S)Nc2cccc(NC(=O)c3ccco3)c2)cc1[N+](=O)[O-]	i	-0.25	-3	4.0	6	1460	-0.062	-0.3	0.16	-8	0.43	0.3%	5.0	-7.8%	-0.15	1038	626	10	1.4
O=C(O)c1ccc(N/N=C/c2ccc3ncccc3c2)cc1	i	-0.23	-16	3.5	0	1389	-0.17	-2.0	0.49	-16	0.23	-0.6%	2.8	-5.0%	-0.35	1077	605	10	4.3
CSc1nsc(SCc2ccc(F)cc2)n1	i	-0.19	10	1.4	-4	1123	-0.83	0.4	-0.16	-1	-0.86	-1.2%	2.7	-1.1%	-0.35	1075	702	0	0.5
O=C(O)CCCN1C(=O)C2C3CC(C2C1=O)C1C(c2ccccc2)c2sc(=O)n(-c4ccccc4)c2SC31 (stereo not drawn)	i	-0.33	1	1.9	8	1109	-0.16	0.4	0.68	-2	-0.15	0.1%	1.5	-7.0%	-0.28	1088	618	-42	8.4
O=C(O)c1ccccc1OCCOc1ccccc1	i	-0.21	-5	2.2	2	1732	0.44	-0.4	0.47	-17	-0.5	-1.2%	2.9	1.6%	0.47	1015	663	26	8.3

Ordered by heavy-atom count (ascending): part of the list above.
Molecule	Autophagy mod	Dynein transport cytoplasmic EGFP	WT yeast gro inh mutant strain	MT stabilizer Hoechst-high %	Autophagy mod cell loss 18 h	Ins promoter up cell count	Dynein transport nuclear GR-EGFP	bCat nuc transl	Dynein transport cell count	WT yeast gro inh	Ins promoter up	ER stress rescue	MT stabilizer	XIAP displacement	Dynein transport	bCat nuc transl cell count 5 µM	Lipid droplet cells 6.5 µM	Lipid droplet	MT stabilizer cytotoxicity %
O=C(O)c1ccccc1OCCOc1ccccc1	i	-0.21	-5	2.2	2	1732	0.44	-0.4	0.47	-17	-0.5	-1.2%	2.9	1.6%	0.47	1015	663	26	8.3
CCCCc1ccc(S(=O)(=O)N2CCN(C(=O)c3ccco3)CC2)cc1	i	-0.32	-3	2.2	-7	1304	-0.45	0.4	0.26	16	0.37	-1.8%	5.4	-2.2%	-0.12	562	710	1	8.2
O=C(CSc1nnc(Cn2c(=O)sc3ccccc32)n1-c1ccccc1)N1CCCC1	i	-0.2	5	0.9	-15	1332	0.52	-3.1	0.1	13	0.08	0.5%	4.5	-1.4%	0.35	1243	753	-33	0.8
